Screening data from PubChem.
KCNH2 WT inh – qHTS for Inhibitors of KCHN2 3.1: Wildtype qHTS; Voltage-gated inwardly rectifying potassium channel KCNH2 (Homo sapiens), Q12809; U2OS, BacMam KCNH2, thallium flux FluxOr; stronger effect = lower value; activity change, % at 1.84 µM; 0.37% of 340,000 active; AID 720551, 2013;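 active means maximum activity change below -70%; inconclusive means maximum activity change between -70% and -50%; inactive means maximum activity change above -50%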
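U2OS cells transduced with wild-type KCNH2 virus are loaded with FluxOr dye for 45 min, and thallium flux is measured in kinetic reads before and after stimulation buffer. Rate constants are normalized to DMSO controls.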
B2AR arrestin – qHTS assay of beta-arrestin-biased ligands of beta2-adrenergic receptor | 0.02% of 330,000 active | beta-arrestin recruitment to beta2AR, cell-based reporter | Beta-2 adrenergic receptor (Homo sapiens), P07550 | AID 492947, 2010 | Potency, µM (titrated, usually from 46.1 µM), inactives show at the highest dose activation, most hits filed as activators;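 further: potency means the concentration at half of the fitted maximal effect; 0% = DMSO controls and full agonism = EC100 isoproterenol or metaproterenol; nearly all actives have a fitted effect of over 65% in size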
Target sequence (P07550 whole entry, looked up): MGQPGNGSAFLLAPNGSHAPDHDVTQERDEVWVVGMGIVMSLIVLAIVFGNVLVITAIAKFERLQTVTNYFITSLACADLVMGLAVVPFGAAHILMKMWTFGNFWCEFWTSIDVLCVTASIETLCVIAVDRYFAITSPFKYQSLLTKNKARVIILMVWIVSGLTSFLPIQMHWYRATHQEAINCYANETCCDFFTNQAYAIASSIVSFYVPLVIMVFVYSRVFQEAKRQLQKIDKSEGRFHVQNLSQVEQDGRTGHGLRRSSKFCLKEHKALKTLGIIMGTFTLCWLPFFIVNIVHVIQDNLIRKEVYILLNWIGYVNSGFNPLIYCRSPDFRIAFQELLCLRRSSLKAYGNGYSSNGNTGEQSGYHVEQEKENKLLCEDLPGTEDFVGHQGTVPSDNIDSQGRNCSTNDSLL
BCR signal inh – qHTS Assay to Find Inhibitors of Chronic Active B-Cell Receptor Signaling. Potency, µM (titrated, usually from 46.1 µM), for the others: at the top dose ratio change, negative = lower green/red ratio, hits mostly inhibitors. 0.05% of 340,000 active. ABC-DLBCL IkBa-CBG/CBR reporter, luminescence ratio, 4 h; active means well fitted inhibition curve with a large enough effect in the signal ratio, with a control signal flat, not every such curve was filed as active; inconclusive means small, poorly fitted or top-dose-only effect, or effect the other way, or a change in a side signal; the % refers to the signal ratio;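 further: potency means the concentration at half of the fitted maximal effect; plate controls were basal doxycycline-induced cells for no effect and cells given 10 µM MG132 for full effect; MG132 reads +100%, hits lower the ratio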
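TMD8 human ABC-DLBCL cells with doxycycline-inducible IκBα–green luciferase fusion and unfused red luciferase, in 0.5% FBS medium; compounds up to 46 uM, 4 h at 37C. Green/red luminescence ratio, filter-overlap corrected, fitted to concentration-response curves.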
GALK inhibitor – qHTS Assay for Inhibitors of Human Galactokinase (GALK) | AID 1868, 2009 | 0.007% of 270,000 active | Purified GALK, Kinase-Glo residual ATP luminescence | Potency, µM (doses to about 57.5 µM), for inactives: top-dose activity change, negative = inhibition, hits mostly inhibitors | P51570; further: potency means the concentration at half of the fitted maximal effect
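ATP-depletion format; final 35 uM ATP, 100 uM D-galactose, 5 nM enzyme; pH 8.0 HEPES/Mg2+ buffer; 60 min RT; luminescence read 10 min after detection reagent.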
PKM2 activator – qHTS Assay for Activators of Human Muscle isoform 2 Pyruvate Kinase. purified PKM2, Kinase-Glo ATP luminescence, activation; response scale: 0% is enzyme alone, no compound. Potency, µM (titrated, usually from 57.5 µM), without a hit: top-dose activation, actives largely listed as activators. 0.34% of 260,000 active. Pyruvate kinase PKM (Homo sapiens), P14618; further: potency means the concentration at half of the fitted maximal effect; nearly all actives have a fitted effect of over 55% in size
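hPK-M2, >95% pure; 0.1 mM ADP / 0.5 mM PEP final; imidazole pH7.2 buffer w/ 7 mM MgCl2, 50 mM KCl; 1 h RT; Kinase-Glo lum. Intermediate enzyme activity for dual inhibitor/activator qHTS.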
USP2a block – qHTS Assay for Inhibitors of Ubiquitin-specific Protease USP2a Using CHOP2 as the Reporter | USP2 core, Ub-CHOP2 coupled fluorogenic reporter, 485/531 | Potency, µM (top dose mostly 38.3 µM), without a hit: at the top dose activity change, negative = inhibition, usual class: inhibitors | 0.01% of 330,000 active;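 further: potency means the concentration at half of the fitted maximal effect; plate controls were DMSO wells for no effect and full inhibition by NEM control for full effect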
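Deubiquitinase activity read as fluorescence (485/531 nm) after Ub-CHOP2 cleavage activates the enterokinase reporter on its substrate; USP2 core 10nM, Ub-CHOP2 and substrate 25nM each, 30min compound preincubation then 60min RT; data normalized to NEM, curves fitted.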
KCNH2 3.1 block – qHTS for Inhibitors of KCHN2 3.1: Mutant qHTS; Potassium voltage-gated channel subfamily H member 2, brain isoform KCNH2 3.1 (human); activity change, % (tested at about 1.8 µM); 0.95% of 340,000 active; U2OS KCNH2 3.1, thallium flux FluxOr; stronger effect = lower value;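 active means maximum activity change below -70%; inconclusive means maximum activity change from -70% to -50%; inactive means maximum activity change above -50%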;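 further: thallium influx rate constant from kinetic fluorescence after stimulation buffer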
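Channel expression came from 3.1 mutant virus (1.77 x 10^8 /mL) applied to suspended U2OS cells for 4 h. Flux was tracked with FluxOr dye plus Red40 quencher, and kinetic rate constants normalized to controls.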
FBPA coupling cs – qHTS Assay for Inhibitors of Fructose-1,6-bisphosphate Aldolase from Giardia Lamblia: Coupling assay counterscreen | coupling enzyme system counterscreen, AmpLite Red fluorescence | activity change, negative = inhibition, % at 58.2 µM, hits read low | 0.67% of 290,000 active | AID 2472, 2010; in the data active means activity change below about -30%
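Activity here indicates interference with the coupling reaction, not aldolase inhibition. Compounds at 57.5 uM final met coupling enzymes for 10 min at RT; substrate and AmpLite Red detection followed, with a 525/598 nm fluorescence read after 20 min.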
Giardia kill – Small Molecules that selectively kill Giardia lamblia: qHTS; Giardia lamblia trophozoite viability; AID 540267, 2011; 0.15% of 340,000 active; activity change, % at 7.66 µM, hits read low; in the data active means activity change below about -80%; inconclusive means between about -30% and that limit;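 further: parasites exposed to compound for two days anaerobically before the ATP read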
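Trophozoites 100 cells/well + cpd; 48 hrs, 37 deg C, anaerobic. ATPLite 1-Step added, 15-30 min RT, luminescence read (ATP-based viability).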
Eya2 inh – qHTS Assay for Inhibitors of the Phosphatase Activity of Eya2; recombinant Eya2, OMFP fluorescence dephosphorylation (OMFP is methylfluorescein phosphate); Potency, µM (titrated, usually from 76.9 µM), without a hit: top-dose activity, negative = inhibition, most hits filed as inhibitors; 0.006% of 330,000 active; Protein phosphatase EYA2 (Homo sapiens), O00167; further: potency means the concentration at half of the fitted maximal effect
Target sequence (O00167 whole entry, looked up): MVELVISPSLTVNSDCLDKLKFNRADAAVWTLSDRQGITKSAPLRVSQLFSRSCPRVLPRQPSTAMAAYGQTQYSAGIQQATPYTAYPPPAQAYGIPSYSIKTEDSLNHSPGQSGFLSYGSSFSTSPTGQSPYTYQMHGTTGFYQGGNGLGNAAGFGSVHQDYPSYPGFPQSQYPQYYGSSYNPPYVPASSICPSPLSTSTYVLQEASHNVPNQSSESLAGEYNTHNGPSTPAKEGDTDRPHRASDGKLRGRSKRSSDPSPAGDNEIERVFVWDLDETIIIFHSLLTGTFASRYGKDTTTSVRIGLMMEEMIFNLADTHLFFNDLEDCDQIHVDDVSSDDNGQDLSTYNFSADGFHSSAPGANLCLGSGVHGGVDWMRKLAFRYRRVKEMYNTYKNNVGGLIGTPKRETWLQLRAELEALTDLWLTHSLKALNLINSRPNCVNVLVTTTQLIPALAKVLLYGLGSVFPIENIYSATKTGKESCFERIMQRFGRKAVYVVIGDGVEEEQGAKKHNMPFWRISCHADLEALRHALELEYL
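Eya2 protein (added as 0.2 uM solution) was preincubated with compound for 10 min at ambient temperature in 50 mM HEPES pH 7.5, 50 mM NaCl, 5 uM MgCl2, 0.05% BSA, 1 mM DTT. OMFP (added at 50 uM) then reacted 10 min; fluorescence read at 485/525 nm.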
uPA surface inh – qHTS for Inhibitors of Cell Surface uPA Generation; cell surface uPA generation assay, qHTS; Potency, µM (series often up to 38.3 µM), inactives show at the top dose activity change, negative = inhibition, actives largely listed as inhibitors; 0.31% of 330,000 active; AID 540303, 2011; active means well fitted inhibition curve with a large enough effect; inconclusive means small, poorly fitted or top-dose-only effect; inactive means no such curve, though single readings can be large or run the other way; tested in mouse RAW 264.7 cells; further: potency means the concentration at half of the fitted maximal effect; nearly all actives have a fitted effect of over 55% in size
Numbers without * were called inactive; ? = inconclusive; . = no result given; [ ] = another dose, or the depositor's remark. Unless noted, the call rests on the fitted dose curve; in most records, active means well fitted curve in the direction sought with a large enough effect; inconclusive means small, poorly fitted or top-dose-only effect, or another doubt; inactive means no such curve, though single readings can be large; an effect the other way counts as inactive or inconclusive. Unless noted, on the % scale 0 is the no-effect control and ±100 the full control effect.

Every second line gives: Giardia kill, FBPA coupling cs, BCR signal inh, USP2a block, KCNH2 3.1 block, uPA surface inh, PKM2 activator, GALK inhibitor, B2AR arrestin, KCNH2 WT inh, Eya2 inh
O=C(NNC(=O)c1ccc(S(=O)(=O)N2CCOCC2)cc1)c1ccccc1
  6, 1, -10%, 2%, 6, 0%, -1%, 7%, -0.6%, 18, 5%
CC(=O)Nc1ccc(C(=O)OCC(=O)/C(C#N)=C(\C)N)cc1
  2, 2, -3%, 3%, -6, 2%, -2%, -3%, -0.1%, -6, 19%
COc1ccc2c(c1)C(=O)N(Cc1ccccc1)C(=O)C2(C)C
  -13, 1, -18%, 4%, -6, -2%, 6%, -2%, 0.0%, 4, -1%
Cn1nc(-c2ccccc2)c2cc(C(=O)O)sc21
  -11, 1, ?, 2%, 12, -2%, 3%, 1%, -0.3%, 1, 0%
COc1cc(/C=N/NC(=O)COc2ccc(Cl)cc2)ccc1OS(=O)(=O)c1ccc(C)cc1
  21, -5, ?, 2%, -36, -9%, -3%, -2%, -2.1%, 6, 0%
O=C(c1ccco1)N1CCN(C(c2ccccc2Cl)c2nnnn2CC2CCCO2)CC1 (stereo unspecified)
  15, 2, 0%, 0%, 8, 5%, -2%, 4%, 0.4%, 2, 0%
CCCn1ncc([C@@H]2C[C@H]3CN(Cc4cccc(Cl)c4)C(=O)[C@]34CCCN24)c1C
  9, 0, 18%, 0%, 5, -1%, -4%, 4%, 0.0%, 15, 12%
O=C(CN(Cc1ccc(F)cc1)C(=O)CNS(=O)(=O)c1ccccc1)NCc1ccco1
  10, 1, 5%, -1%, -1, 8%, -4%, 7%, -0.4%, -10, -11%
COc1ccccc1NC(=O)Nc1cccc(C(=O)O)c1
  3, 0, ?, -1%, -15, 1%, -9%, -2%, 3.7%, -4, -8%
Cc1ccc(-n2c(SCC(=O)N/N=C/c3c(C)nn(-c4ccccc4)c3C)nc3ccccc3c2=O)cc1
  6, 1, 8%, 0%, 6, 16%, -4%, 1%, -0.1%, -12, 3%
CN(C)CCCNC(=O)CC1C[C@H](C(=O)N2CCCCC2)[C@@]2(CCc3ccccc3)c3[nH]c4ccccc4c3CCN2C1=O (stereo partly specified)
  -27, ., 0%, 2%, -2, 9%, ., ., -0.7%, -3, -14%
COc1ccccc1CNC(=S)NC1CCCC1
  2, 0, 7%, 0%, 2, 1%, -1%, 4%, -0.6%, 1, 5%
O=C(CSc1n[nH]c(-c2ccccc2F)n1)NCC(=O)Nc1ccc(F)c(F)c1F
  0, -5, -1%, 0%, 17, -2%, 1%, 7%, -0.2%, -12, -3%
COc1cccc2c1-c1c(C(=O)O)cccc1C2=O
  5, 3, 3%, 0%, -12, 2%, 0%, -3%, 0.6%, -4, -7%
CCOC(=O)Cc1csc(NC(=O)CSc2nnc3ccccn23)n1
  25, 2, 2%, 3%, 8, -1%, 3%, 16%, -0.9%, 8, 11%
COc1ccccc1NS(=O)(=O)c1ccc(C)c(NC(=O)NCCCl)c1
  8, -11, ?, 4%, -17, -3%, -7%, 0%, -0.1%, -3, -4%
Cc1ccc(C)c(NC(=O)CSc2nc3c(oc4ccccc43)c(=O)n2-c2ccccc2)c1
  8, -2, 0%, 1%, 6, -1%, 12%, 0%, -0.8%, -5, 3%
CCOc1cc(N2CCOCC2)c(OCC)cc1NC(=O)c1cnccn1
  12, ., ?, 1%, 1, -3%, ., ., -0.8%, 30, 3%
CCC(Cc1ccccc1)NC(=O)Cn1ncc2ccsc2c1=O (stereo unspecified)
  -16, -1, 1%, 6%, -110*, -4%, 2%, -1%, 0.1%, 7, 6%
CC1(C)Cc2c(sc(/N=C/N3CCOCC3)c2C#N)C(C)(C)N1
  5, 0, -1%, 2%, -18, 8%, 1%, 2%, -0.4%, -4, -9%

Limited to B2AR arrestin, for some of the entries so far:
canonical_smiles	B2AR arrestin
CCC(Cc1ccccc1)NC(=O)Cn1ncc2ccsc2c1=O (stereo unspecified)	0.1%
CCOC(=O)Cc1csc(NC(=O)CSc2nnc3ccccn23)n1	-0.9%

Other records
Every second line gives: Giardia kill, FBPA coupling cs, BCR signal inh, USP2a block, KCNH2 3.1 block, uPA surface inh, PKM2 activator, GALK inhibitor, B2AR arrestin, KCNH2 WT inh, Eya2 inh
COc1ccc(-n2c(=O)c3c(C)c(C)sc3n(Cc3cccc(F)c3)c2=O)c(OC)c1
  12, -1, ?, 1%, 0, 9%, -3%, 0%, -0.3%, -1, 18%
CC(C)c1ccc(/C=C/C(=O)NCCCN2CCOCC2)cc1
  -1, ., -6%, 1%, -29, 2%, ., ., 0.3%, 47, 7%
COc1ccccc1CN(C)C(=O)c1cc(-c2cccs2)nc2ccccc12
  -8, -1, ?, 3%, -15, 1%, ., 1%, -0.4%, -12, -10%
Cc1c(NC(=O)Nc2ccccc2Cl)sc(=S)n1C
  15, -1, 1%, -2%, 8, ., -14%, 0%, 2.1%, 4, -21%
Cc1ccc(-n2nc3ccc(NC(=O)c4ccco4)cc3n2)cc1
  6, -2, ?, 4%, 6, 11%, -3%, -1%, -0.7%, -9, 5%
O=C(CN1CCN(S(=O)(=O)c2ccc(Br)cc2)CC1)Nc1ccc2c(c1)OCCO2
  -22, 0, -5%, -1%, -1, -2%, 14%, -4%, -0.7%, 1, -1%
COc1cccc(CNC(=O)C2CCC(=O)N(CCc3cccc(F)c3)C2)c1 (stereo unspecified)
  6, ., -1%, 0%, ., -2%, 1%, -2%, 0.0%, -10, -17%
CCC(C)N(C(=O)CSc1nc(C)nc2ccccc12)C1CCS(=O)(=O)C1 (stereo unspecified)
  1, ., 0%, 2%, -15, -1%, ., ., -0.3%, -6, 10%
O=C(Nc1ccc(F)c(Cl)c1)Nc1cnccn1
  -5, 2, ?, 1%, -29, 9%, 0%, 1%, -0.1%, -9, 0%
Cc1cccc(C)c1NC(=O)COC(=O)c1c2c(nc3ccccc13)/C(=C\c1ccc3c(c1)OCO3)CCC2
  0, -3, -11%, 1%, 1, -10%, 2%, 0%, -3.1%, -4, -6%
Cc1onc(-c2ccccc2Cl)c1C(=O)NC(=S)NCC(=O)c1ccccc1
  0, 0, ?, -1%, -7, 2%, 17%, 0%, -0.8%, 0, 10%
CCCCCCCNC(=O)COc1ccc2c(c1)C(=O)CC(C)(C)O2
  17, 3, ?, -10%, -2, ., 0%, 4%, 0.2%, -10, -32%
CCc1ccc(-c2cc3c(=O)n(CC(=O)N4CCCC4)nc(C)n3n2)cc1
  -1, 0, 9%, 1%, 13, -1%, 5%[0.46 µM], 1%, 0.2%, -14, 11%
COc1ccccc1CC(=O)NCC(c1ccco1)N1CCCCC1 (stereo unspecified)
  29, -2, 3%, 2%, 6, 1%, -1%, 5%, -0.1%, 11, 9%
COc1ccc(S(=O)(=O)N2CCC(C(=O)NCc3cccs3)CC2)cc1
  8, 1, 0%, 1%, -15, 5%, -19%, 13%, 0.5%, -1, 1%
O=C(/C=C/c1ccco1)Nc1ccccc1C(=O)O
  -2, -12, ?, 2%, -2, -13%, -14%, 5%, -0.2%, 7, 11%
COc1ccc(-c2nnc(SCC(=O)N(Cc3ccccc3)C(C)(C)C)o2)cc1OC
  1, 0, 2%, 1%, -10, 3%, -5%, 4%, -0.1%, -7, 16%
Cc1ccc(NC(=O)c2ccc(OCC3CCCO3)cc2)cc1 (stereo unspecified)
  18, 1, -4%, -3%, 4, ?, -5%, 0%, 0.0%, -7, 6%
O=C(/C=C/Nc1ccc([N+](=O)[O-])cc1)c1ccc(Br)cc1
  2, -2, ?, 4%, -7, -1%, -1%, -2%, -0.6%, 14, 1%
C=CCn1cccc(C(=O)Nc2ccc(C)cc2)c1=O
  -9, -1, -2%, -9%, -5, -9%, ., -1%, -0.7%, -1, -1%
CN(C)C(=O)CSc1nnc(CCN)o1
  3, 0, ?, 0%, -1, ., 0%, 4%, -0.8%, 22, -10%
COc1cc(CN2CCC(C(=O)N3CCCC(C)C3)CC2)cc(OC)c1O (stereo unspecified)
  -12, -5, -18%, 2%, -3, 5%, -8%, -3%, 0.3%, -1, -11%
Cc1nc(N)sc1C(=O)N1N=N1
  5, -1, -2%, 13%, -11, 5%, 0%, -3%, -0.5%, -4, -19%
